Assay outcomes from PubChem.
Tat transport = E. coli Tat transport inhibition; E. coli MC4100 TorA-mCherry Tat export, fluorescence; AID 488895; inhibition, % at 10 µM; hit rate 0.036% among 340,000;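 active = mean replicate inhibition at least 50% and at least half of replicates individually reaching 50%; inconclusive = only one of the two criteria met; inactive = neither criterion met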;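 also: exported cargo escapes ClpAP degradation while cytoplasmic cargo is degraded and loses fluorescence; 0% = median of neutral control wells and 100% = median of NaSCN control wells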
E coli growth = reduces bacterial viability in AddAB counter-screen | hit rate 0.27% among 330,000 | inhibition, % at 11.9 µM | E. coli V3065 growth, OD600 absorbance, 18 h;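 active = inhibition above the campaign's mean inhibition across all tested compounds plus 3 SD, cut at about 9.9% in these data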;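 also: uninfected addAB+ strain grown without phage in ampicillin broth; 0% = DMSO wells and 100% = ciprofloxacin 0.95 µg/ml wells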
DAGLB inhibitor = diacylglycerol lipase beta (human) inhibition; HEK293T DAGLB membrane lysate, EnzChek fluorogenic substrate; inhibition, % at 5.17 µM; hit rate 0.059% among 340,000; in the data active = inhibition above about 34%;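 also: 0% = enzyme with vehicle and 100% = wells lacking enzyme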
Target sequence (Q8NCG7 whole entry, looked up): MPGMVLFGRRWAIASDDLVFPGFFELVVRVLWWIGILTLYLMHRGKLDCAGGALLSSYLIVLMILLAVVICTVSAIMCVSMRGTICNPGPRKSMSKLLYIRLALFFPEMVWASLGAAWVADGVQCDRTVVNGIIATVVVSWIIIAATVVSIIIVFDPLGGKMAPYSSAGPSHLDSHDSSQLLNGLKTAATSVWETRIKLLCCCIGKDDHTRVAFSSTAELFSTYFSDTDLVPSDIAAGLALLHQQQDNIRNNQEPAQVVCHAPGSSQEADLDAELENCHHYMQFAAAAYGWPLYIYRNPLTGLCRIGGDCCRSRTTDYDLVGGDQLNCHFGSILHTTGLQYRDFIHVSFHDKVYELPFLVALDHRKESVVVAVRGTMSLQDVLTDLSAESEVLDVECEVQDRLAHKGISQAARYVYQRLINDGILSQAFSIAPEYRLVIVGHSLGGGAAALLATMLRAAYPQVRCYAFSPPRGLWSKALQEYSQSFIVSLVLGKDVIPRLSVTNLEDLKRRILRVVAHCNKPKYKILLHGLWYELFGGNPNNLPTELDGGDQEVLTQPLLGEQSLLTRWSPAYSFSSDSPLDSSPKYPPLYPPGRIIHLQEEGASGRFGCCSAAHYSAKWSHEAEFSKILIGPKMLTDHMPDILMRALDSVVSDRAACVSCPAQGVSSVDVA
PfHsp90 set2 = reduces growth (ATP signal) of yeast expressing P. falciparum Hsp90; S. cerevisiae expressing PfHsp90, BacTiter-Glo ATP, 48 h; yeast lacking PDR1 and PDR3 efflux regulators; inhibition, % at 9.4 µM; hit rate 0.32% among 310,000;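 active = every replicate shows inhibition above about 80%, whatever the replicate mean, limit read from the data; inconclusive = mean inhibition reaches the set limit but some replicate falls short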;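 also: 0% = DMSO neutral controls and 100% = 20 µM radicicol positive controls; yeast relying on Plasmodium falciparum Hsp90 in place of its own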
phage Ecoli inh = E. coli growth loss with phage present. growth absorbance. inhibition, % at 11.9 µM. hit rate 0.26% among 360,000. AID 651602; in the data active = inhibition above about 11%
Rtt109 HAT inh = blocks Candida albicans Rtt109/Vps75 acetyltransferase activity; Q5AAJ8; purified Rtt109/Vps75, ThioGlo CoA-SH fluorescence, 4 h; inhibition, % at 34.9 µM; hit rate 0.16% among 330,000; AID 540336;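 active = inhibition of at least 50% in every replicate; inconclusive = best replicate reaches 50% inhibition but some replicates fall short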
Target sequence (Q5AAJ8 whole entry, looked up): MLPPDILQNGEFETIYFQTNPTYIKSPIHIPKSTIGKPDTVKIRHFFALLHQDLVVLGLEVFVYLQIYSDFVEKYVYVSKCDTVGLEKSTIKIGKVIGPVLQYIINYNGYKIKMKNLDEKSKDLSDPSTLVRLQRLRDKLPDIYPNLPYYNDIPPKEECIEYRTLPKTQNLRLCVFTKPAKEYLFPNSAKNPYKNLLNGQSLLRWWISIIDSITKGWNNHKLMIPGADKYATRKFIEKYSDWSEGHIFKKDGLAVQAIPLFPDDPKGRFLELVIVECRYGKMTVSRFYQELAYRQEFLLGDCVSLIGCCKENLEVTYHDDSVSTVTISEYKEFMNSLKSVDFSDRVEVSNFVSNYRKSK
CAL PDZ FP = human CAL PDZ-peptide interaction inhibition | hit rate 0.02% among 330,000 | purified CAL PDZ, TMR-peptide fluorescence polarization, 1 h | inhibition, % at 20 µM | Q9HD26 | AID 504414;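 active = highest replicate inhibition of at least 40%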;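 also: plate controls were DMSO neutral control wells for no effect and unlabeled competitor peptide control wells for full effect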
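material = purified tagged CAL PDZ domain construct (CerCALP) | compound dosing = 20 µM, one dose | times = 1 h at RT | measured by = fluorescence polarization from S- and P-plane intensities, G-factor corrected | read-out = inhibition from polarization loss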
PvdQ acylase = blocks Pseudomonas aeruginosa PvdQ acylase activity | purified PvdQ acylase, fluorescence plate reader | inhibition, % at 10 µM | hit rate 0.063% among 340,000 | AID 488965; in the data active = inhibition above about 30%, passing the limit was not always enough; inconclusive = no clear call, values can overlap the other calls;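 also: 0% = vehicle neutral wells and 100% = reference inhibitor wells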
Wnt bcat act = Wnt/beta-catenin pathway activation | activation, % at 9.35 µM | Wnt/beta-catenin reporter cell assay, activator, plate reader | AID 743398 | hit rate 1.2% among 300,000; in the data active = activation above about 30%, passing the limit was not always enough; inconclusive = no clear call, values can overlap the other calls;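 also: 0% = neutral control wells and 100% = positive control wells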
AddAB inh = less growth of phage-infected E. coli with AddAB | E. coli expressing H. pylori AddAB, absorbance growth | inhibition, % at 11.9 µM | hit rate 0.29% among 330,000; in the data active = inhibition above about 12%;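 also: 0% = vehicle wells of infected cells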
* marks the source's active call; other numbers are inactive results; ? = inconclusive; / = not tested or not shown.

Below each SMILES – Tat transport	E coli growth	DAGLB inhibitor	PfHsp90 set2	phage Ecoli inh	Rtt109 HAT inh	CAL PDZ FP	PvdQ acylase	Wnt bcat act	AddAB inh
> O=C(NCCO)c1cc2c(s1)CCC2
→ -6	1.8	0	20	0.9	10	-0.8	-1	/	0.7
> NNc1nc(N)c2c(n1)-c1ccccc1CC21CCCC1
→ -2	-0.9	0	-13	3.0	7	-4.2	7	-6	-0.1
> Cc1cccc(-c2nsc(SCC(=O)NCc3ccco3)n2)c1
→ 4	0.0	-5	-35	4.1	23	-1.7	9	9	0.8
> O=C(NCc1cccc(Cl)c1)C1CCN(c2nnc(N3CCCC3=O)s2)CC1
→ -6	4.0	0	-5	-1.0	1	0.0	-16	2	-0.3
> CC(C)CNC(=O)CN(C1CCCCC1)S(C)(=O)=O
→ -3	1.9	1	-6	1.4	0	0.7	-9	6	0.7
> Cc1ccc(NC2c3ncccc3C(=O)N2c2ccccc2C)cc1C (stereo unspecified)
→ 6	-1.2	4	-2	2.5	10	/	-8	-3	0.6
> Cc1ccc(C)c(OCc2nc3ccccc3[nH]2)c1
→ -5	4.7	-3	-4	6.2	-2	-0.3	-13	46*	6.6
> COc1cc(NC(=O)COc2ccc(-n3cnnn3)cc2)c(OC)cc1Cl
→ 3	-2.3	0	-4	2.2	-11	-0.2	1	/	-1.4
> C=CC(=O)Nc1ccc(Nc2ccnc(Nc3ccc(N4CCN(C)CC4)cc3)n2)cc1
→ 0	/	1	1	/	-5	3.2	8	/	/
> COC(=O)c1ccccc1CC1Cc2cc3c(cc2C1=O)CCC3 (stereo unspecified)
→ 7	/	-11	8	1.6	4	-2.2	9	12	/
> CC1CCCCN1CCCNC(=O)Cn1c(=O)c2cccn2c2ccccc21 (stereo unspecified)
→ 4	0.4	2	28	2.1	2	-0.5	-12	1	2.9
> COc1ccc(CNC(=O)CSc2nnc(Cn3nnc4ccccc43)n2C)cc1
→ 8	-0.2	-1	0	2.5	-4	-0.8	5	-4	0.6
> C[N+](C)(C)CCCN(Cc1ccc2c(c1)OCO2)C(=O)NC1CCCCC1
→ -2	-0.2	0	-7	2.2	-12	0.3	-19	0	1.8
> CCOc1ccc2[nH]c(C)c(CN(C)C)c(=O)c2c1
→ 2	-0.2	2	/	3.1	6	-1.1	-6	-3	-1.5
> Cc1ccc(C2/C(=C(/O)c3cnn(-c4ccccc4)c3C)C(=O)C(=O)N2CCN2CCOCC2)o1 (stereo unspecified)
→ -1	-3.7	0	/	-1.3	-1	-0.5	-13	/	0.8
> COc1cc(C(=O)NCCc2ccc(F)cc2)c([N+](=O)[O-])cc1OC
→ -17	1.2	0	7	3.8	-1	0.1	-3	0	4.0
> Cc1cccc(C(=O)Nc2ccccc2C(=O)OCC(=O)Nc2ccc(C#N)cc2)c1
→ -2	0.5	-7	8	3.9	4	-3.3	-12	14	2.8
> CCc1nnc(NC(=O)CSc2nc3c([nH]c4ccccc43)c(=O)n2CCOC)s1
→ -7	0.5	2	-3	1.7	-15	-0.1	-8	0	1.3
> CCOc1ccc(NC(=O)CN(C)C(=O)c2cccc(S(=O)(=O)N3CCCC3)c2)cc1OCC
→ 0	/	1	/	3.5	-2	-2.2	-15	0	/
> COc1cccc(C(=O)N/N=C(\C)CC(=O)Nc2ccc(N(C)C)cc2)c1
→ 7	0.6	-1	3	2.4	0	-0.1	0	6	1.0
> Cc1ccc(NC(=O)C(=O)NCc2ccc(/C=C(/C#N)C(=O)NCc3cccnc3)o2)cc1
→ 6	-1.0	0	-30	3.9	-5	-0.3	-9	/	2.0
> C=CCSC1=C(C#N)C(c2ccccc2OCC)C(C#N)C(=O)N1 (stereo unspecified)
→ 5	-1.2	3	10	3.3	11	-0.4	-1	0	-1.1
> COC(=O)C1(C)CN(S(=O)(=O)c2ccc(C)cc2)c2cc(OC)ccc2C1=O (stereo unspecified)
→ -13	-1.8	-5	6	0.8	-3	-2.0	-4	3	3.3
> CCOC(=O)C1(Cc2ccccc2C)CCCN(S(=O)(=O)c2cccnc2)C1 (stereo unspecified)
→ 1	3.2	0	27	1.1	10	-3.1	6	-4	0.9
> COc1ccc(NC(=O)CSc2ncnc3c2sc2ccccc23)c(OC)c1
→ 0	-0.3	-6	-17	2.9	4	-0.4	14	-8	0.3
> Cc1cc(C(C)(C)C)c(O)c(C(C)(C)C)c1
→ -7	1.9	1	-3	2.5	7	-0.8	5	11	-0.1
> O=C(NCc1ccccc1)C(c1cccnc1)N(C(=O)c1csnn1)c1ccc(F)cc1 (stereo unspecified)
→ -5	1.1	1	-45	-1.8	14	-0.1	-13	-4	2.0
> COC(=O)c1cccc(Oc2cccc(C(F)(F)F)c2)n1
→ 13	2.0	-5	8	1.1	46	-2.1	2	0	1.1
> Cc1ccc(C)c(OCc2n[nH]c(=S)o2)c1
→ -6	-1.3	1	4	1.5	2	-2.3	-14	2	-1.0
> NC(=O)CSc1nnc(-c2ccoc2)o1
→ 8	-1.6	1	/	2.1	-4	-2.0	3	2	0.2

Entries of single compounds, quoted from the list.
`O=C(NCc1ccccc1)C(c1cccnc1)N(C(=O)c1csnn1)c1ccc(F)cc1` (stereo unspecified) is listed as Tat transport = -5; E coli growth = 1.1; DAGLB inhibitor = 1; PfHsp90 set2 = -45; phage Ecoli inh = -1.8; Rtt109 HAT inh = 14; CAL PDZ FP = -0.1; PvdQ acylase = -13; Wnt bcat act = -4; AddAB inh = 2.0
`Cc1ccc(NC(=O)C(=O)NCc2ccc(/C=C(/C#N)C(=O)NCc3cccnc3)o2)cc1` is listed as Tat transport = 6; E coli growth = -1.0; DAGLB inhibitor = 0; PfHsp90 set2 = -30; phage Ecoli inh = 3.9; Rtt109 HAT inh = -5; CAL PDZ FP = -0.3; PvdQ acylase = -9; Wnt bcat act = /; AddAB inh = 2.0

(listing goes on)
Below each SMILES – Tat transport	E coli growth	DAGLB inhibitor	PfHsp90 set2	phage Ecoli inh	Rtt109 HAT inh	CAL PDZ FP	PvdQ acylase	Wnt bcat act	AddAB inh
> C=CCN1CCOc2ccc(C)cc2S1(=O)=O
→ 6	/	-7	22	2.6	8	0.3	-10	-1	/
> COc1ccc(Cc2nnc(NC(=O)Nc3ccccc3F)s2)cc1OC
→ -13	-0.3	-4	11	2.7	-9	-0.2	5	0	2.2
> CC(C)=CC(=O)N1CCCC(N2CCN(c3ccccc3C)CC2)C1 (stereo unspecified)
→ 4	0.6	-1	3	3.3	2	-0.5	5	0	-1.5
> O=S(=O)(NCC1CCCO1)c1ccc(Cl)c(C(F)(F)F)c1 (stereo unspecified)
→ 5	-1.4	-1	12	3.3	-28	-2.1	-5	/	0.7
> CC1(c2ccccc2)NC(=O)N(CC(=O)NNC(=O)c2ccccc2)C1=O (stereo unspecified)
→ -2	5.3	-2	-10	3.5	4	-1.0	-4	1	0.1
> COc1ccc(N(C)S(=O)(=O)c2cccc(C(=O)NCC3CCCCC3)c2)cc1
→ 10	/	-4	-6	-2.1	8	-1.6	-10	-1	/
> Nc1nnc(SCC(=O)OCc2ccccc2)s1
→ 32	0.9	3	18	3.7	2	-0.8	-3	0	1.8
> O=C(Nc1ccc2c(c1)OCO2)N1CCN(c2ccc(F)cc2)CC1
→ 3	-0.3	-4	-16	2.9	/	-1.6	0	29	3.3
> OC(COCc1cccs1)CN1CCN(c2cccc(Cl)c2)CC1 (stereo unspecified)
→ -5	-1.4	-6	-3	4.5	-10	-0.3	3	-2	2.0
> Nc1ccc(-c2nc3ccccc3o2)cc1
→ -9	0.9	-8	-11	-0.6	-3	-0.7	-8	3	1.1
> C#CCn1c(O)c(N=NC(=O)C(O)c2ccccc2)c2ccccc21 (stereo unspecified)
→ ?	2.0	1	-20	1.4	-1	-1.2	9	3	3.9
> COc1ccccc1NC(=O)COC(=O)c1c(C)nn(-c2ccccc2)c1C
→ 5	-2.5	-11	-5	0.3	3	-1.3	-20	-2	-1.3
> CCC1Oc2ccccc2N(CC(=O)NCCCN2CCCC2)C1=O (stereo unspecified)
→ 5	-1.5	-3	5	-0.1	5	-1.0	-2	-1	0.7
> COc1ccc(C(C(=O)NCC2CCCO2)N(C(=O)Cn2nnc3ccccc32)c2ccc(NC(C)=O)cc2)cc1 (stereo unspecified)
→ 5	-1.8	0	-13	2.0	0	-1.7	-16	-7	2.0
> CC(=O)NC1=NN(C(C)=O)C2(S1)C(=O)N(CC(C)C)c1ccc(C)cc12 (stereo unspecified)
→ 7	-1.2	3	11	0.3	-3	0.5	0	2	-1.6
> COc1ccc(CNC2=CC(=O)CC(C)(C)C2)cc1
→ 7	1.9	1	5	1.0	9	-0.7	-4	10	0.9
> Nc1ccc(C(=O)N/N=C\C=C\c2cccc([N+](=O)[O-])c2)cc1
→ -2	1.4	0	-31	2.3	/	-3.8	1	0	2.0
> CC(C)C[C@H]1CN=C(Nc2ccccc2)N1CC1CCC1
→ -5	-2.1	2	5	1.3	-3	-0.4	-9	-1	0.0
> COc1ccc(S(=O)(=O)N2CCN(C(=O)NC3CCCCC3)CC2)cc1
→ -7	0.5	2	-18	1.1	-7	-0.5	-8	-1	1.5
> O=C(Nc1ncc(Cl)cn1)c1cccs1
→ 3	0.0	0	-26	2.9	1	-0.4	-13	8	4.6
> O=C(O)c1ccccc1C(=O)NNC(=O)C(c1ccccc1)c1ccccc1
→ 0	1.3	-1	12	2.4	3	-2.2	-14	7	3.5
> Cc1cc(C(=O)CSc2ncn[nH]2)c(C)n1-c1cccc(S(=O)(=O)N2CCOCC2)c1
→ 0	1.6	0	-20	1.7	18	-2.7	-28	-1	5.0
> CCOc1ccc(NC(=S)Nc2ccc(Br)cc2Cl)cc1
→ -5	-0.3	-1	-3	4.1	6	-1.3	-11	0	-1.0
> COc1ccccc1-n1c(C)cc(/C=C2\C(=N)N3N=C(CC(=O)N4CCOCC4)SC3=NC2=O)c1C
→ 3	-1.9	3	-96	0.0	-3	-2.0	-3	1	4.2
> CC(C)Oc1ccccc1C(=O)NC(CO)C(=O)O (stereo unspecified)
→ -6	-1.5	0	-27	3.0	-4	0.4	-12	-1	-0.6
> Cn1c(=O)c2c(O)cc(=O)[nH]c2n(-c2ccccc2)c1=O
→ 5	-3.1	3	19	1.1	6	/	-9	/	-0.3
> COC(=O)c1cccc(C23CC4(C2)[C@H](CN(Cc2cccnc2)[C@@H]4c2ccccc2)C3c2ccccc2)c1 (stereo partly specified)
→ -10	0.5	-9	2	3.2	6	0.0	17	-6	1.6
> C=CCOc1c(Br)cc(CNc2ccc(NC(=O)C(C)C)cc2)cc1OCC
→ -2	-0.7	-4	-6	2.4	1	-0.9	-12	0	5.1
> Cc1ccccc1-n1nnnc1SCC(=O)NCC1CCCO1 (stereo unspecified)
→ -9	-2.1	0	-14	1.5	-24	-2.0	1	0	-1.1
> COc1ccccc1NS(=O)(=O)c1cccc2nsnc12
→ -1	-1.9	-3	-4	-0.6	3	-1.7	-11	-4	-0.9
> Cc1nc2ccccc2n1CCC(=O)O
→ -6	-0.5	1	6	1.6	23	-0.3	3	/	0.9
> Cc1cc(C)n2nc(C(=O)N/N=C/c3ccc(Cl)cc3)nc2n1
→ -23	0.5	2	2	3.9	/	-0.4	-1	0	-2.4
> COc1ccc(C(=O)N2CCc3cc(OC)c(OC)cc3C2c2cccc([N+](=O)[O-])c2)cc1OC (stereo unspecified)
→ 1	0.4	1	30	1.4	9	-1.6	-14	/	2.9
> Cc1cccc(N=C2NN=C(c3c[nH]c4ccccc34)CS2)c1
→ 3	0.8	0	4	3.2	-2	-2.0	-14	5	2.9
